SIAE primary: human SIAE inhibitors, primary screen, biochemical, fluorescence polarization, FP-Rh probe, 1536-well HTS; inhibition, % at 9.66 µM; SIAE FP-Rh probe binding; AID 1053197, 2014; Sialate O-acetylesterase (Homo sapiens), Q9HAT2; 370,000 tested, 0.69% active;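 active = inhibition above a cutoff: mean of compounds within the control limits plus 3 SD of those, cut at about 17% in these data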;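 also: 0% = plate median of compound wells and 100% = probe without SIAE protein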
Target sequence (Q9HAT2 whole entry, looked up): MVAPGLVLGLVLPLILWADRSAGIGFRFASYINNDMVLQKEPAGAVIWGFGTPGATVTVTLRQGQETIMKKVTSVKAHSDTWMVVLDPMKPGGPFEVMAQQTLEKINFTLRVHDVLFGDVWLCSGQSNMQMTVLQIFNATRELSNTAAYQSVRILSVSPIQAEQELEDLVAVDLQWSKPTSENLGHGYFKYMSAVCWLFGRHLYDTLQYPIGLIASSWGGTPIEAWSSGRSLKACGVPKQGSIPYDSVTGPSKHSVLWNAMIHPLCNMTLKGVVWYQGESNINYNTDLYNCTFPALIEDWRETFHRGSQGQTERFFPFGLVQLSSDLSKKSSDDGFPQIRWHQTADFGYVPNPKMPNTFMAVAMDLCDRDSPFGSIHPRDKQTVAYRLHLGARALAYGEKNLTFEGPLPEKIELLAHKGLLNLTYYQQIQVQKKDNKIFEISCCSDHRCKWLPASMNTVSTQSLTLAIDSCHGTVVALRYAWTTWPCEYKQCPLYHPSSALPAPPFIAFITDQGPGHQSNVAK
TCR CD3 inh: inhibitors of human TCR-CD3 interaction, primary screen, biochemical, fluorescence, TAMRA-labeled TCR probe; T-cell receptor (TCR); inhibition, % at 9.4 µM; 360,000 tested, 0.37% active; in the data active = inhibition above about 19%;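 also: recombinant mutant TCR 2C K166C tagged with TAMRA read by polarization; 0% = receptor in buffer alone and 100% = receptor with positive control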
TDP2 inh: human TDP2 enzyme inhibitors, primary screen, biochemical, epi absorbance, recombinant enzyme | Tyrosyl-DNA phosphodiesterase 2 (Homo sapiens), O95551 | T5PNP hydrolysis, p-nitrophenol absorbance 415 nm | inhibition, % at 12.8 µM | 370,000 tested, 0.34% active | AID 720702, 2013;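 active = inhibition above the mean of all tested compounds plus 3 SD, set per campaign, cut at about 25% in these data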;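 also: 0% = DMSO with enzyme and 100% = buffer with substrate but no TDP2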
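test system = human TDP2 enzyme | input = TDP2 enzyme at 120 nM final | medium = 50 mM Tris-HCl pH 7.5 with Mg2+, KCl, DTT, BSA | also added = T5PNP substrate, 5 mM | times = 2 h at 37 °C | technique = epi absorbance | benchmarks = high control without enzyme, low control DMSO plus TDP2 | replication = each compound tested once, singlicate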
PRMT1 inh: PRMT1 methyltransferase inhibitors, primary screen, biochemical, fluorescence polarization; inhibition, % at 2.79 µM; Protein arginine N-methyltransferase 1 (Homo sapiens), Q99873; 370,000 tested, 1.3% active; recombinant PRMT1, activity-based probe fluorescence polarization;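 active = inhibition above about 21% made by adding two undisclosed values, limit read from the data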
UHRF1 MBD2 ctr: UHRF1 methylated DNA binding inhibitors, primary screen, counter-screen for MBD2 inhibitor project, biochemical, TR-FRET, human UHRF1, single concentration. 370,000 tested, 0.75% active. UHRF1 binding to methylated oligo. inhibition, % at 4.4 µM. E3 ubiquitin-protein ligase UHRF1 (Homo sapiens), Q96T88. AID 687016, 2013; in the data active = inhibition above about 21%;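 also: UHRF1 SRA domain binding a hemimethylated CpG hairpin DNA probe; 0% = median of test compound wells and 100% = reference inhibitor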
ABHD4 inh: ABHD4 inhibitors, primary screen, biochemical, fluorescence polarization, mouse; (Lyso)-N-acylphosphatidylethanolamine lipase (Mus musculus), Q8VD66; purified mABHD4, FP-Rh probe fluorescence polarization; inhibition, % at 8.92 µM; 370,000 tested, 0.54% active; AID 720543, 2013;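 active = inhibition exceeding the mean over every tested compound plus 3 SD, cut at about 30% in these data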;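 also: 0% = plate median of compound wells and 100% = S159A mutant with DMSO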
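Test system: mABHD4 protein | Buffer or medium: HEPES pH 7.0 buffer, 150 mM NaCl, 0.01% Pluronic F-127 | Probe or stimulus: FP-Rh fluorescent activity-based probe, added after compound pre-incubation | Timing: Pre-incubation 45 min, probe exposure 60 min, at 25 °C | Technique: Fluorescence polarization, excitation 525 nm, emission 598 nm, BODIPY TMR filters | Repeats: Single well per compound (singlicate)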
PG9 binder: binders of HIV-1 gp120 antibody PG9, primary screen, biochemical, TR-FRET. HIV-1 gp120 / PG9 antibody interaction. TR-FRET gp120-PG9 antibody binding. inhibition, % at 6.7 µM. 360,000 tested, 0.43% active; in the data active = inhibition above about 8.5%
LEDGF integ inh: blockers of LEDGF/p75-dependent integrase strand transfer – biochemical, TR-FRET, high throughput, primary screen. HIV-1 integrase (with human LEDGF/p75). inhibition, % at 3.7 µM. TR-FRET IN-LEDGF/p75 DNA integration, Eu/Cy5. 370,000 tested, 0.64% active;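 active = inhibition above the screen-wide mean plus 3 SD, cut at about 13% in these data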;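 also: signal is the Cy5 over europium emission ratio at 671 and 618 nm; 0% = plate median of compound wells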
HTRA1 inh: HTRA1 serine protease inhibitors, primary screen, biochemical, fluorescence polarization, HTS; Q92743; recombinant HTRA1, FP-rhodamine activity-based probe; inhibition, % at 5.96 µM; 340,000 tested, 0.5% active; in the data active = inhibition above about 36%;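 also: 0% = enzyme with DMSO and 100% = wells lacking enzyme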
Target sequence (Q92743 whole entry, looked up): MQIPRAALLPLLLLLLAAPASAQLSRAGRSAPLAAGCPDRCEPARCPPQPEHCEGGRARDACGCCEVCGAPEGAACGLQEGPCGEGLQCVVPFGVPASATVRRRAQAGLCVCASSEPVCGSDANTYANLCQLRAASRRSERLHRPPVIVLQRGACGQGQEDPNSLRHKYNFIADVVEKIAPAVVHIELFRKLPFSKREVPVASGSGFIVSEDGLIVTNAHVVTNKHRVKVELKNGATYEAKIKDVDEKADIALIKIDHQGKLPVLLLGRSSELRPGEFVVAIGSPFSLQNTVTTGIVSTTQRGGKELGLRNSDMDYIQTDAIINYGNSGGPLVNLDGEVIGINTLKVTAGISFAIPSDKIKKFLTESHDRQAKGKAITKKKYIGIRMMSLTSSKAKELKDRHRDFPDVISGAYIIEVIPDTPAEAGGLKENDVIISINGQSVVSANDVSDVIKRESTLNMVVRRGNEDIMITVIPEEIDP
DDE Tn7 FP inh: inhibitors of Tn7 peptide binding to fibrin DD(E), primary screen, biochemical, fluorescence polarization, human fibrin, Tn7 probe | inhibition, % at 8.3 µM | FP displacement of FITC-Tn7 peptide from fibrin DD(E); 0% = median of compound wells per plate | 370,000 tested, 0.13% active;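 active = inhibition above the mean of compounds falling within the control limits plus 3 SD of them, cut at about 14% in these data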;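 also: 0% = plate median of compound wells and 100% = 10 µM Aha-Tn7 peptide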
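Assay system: human fibrin DD(E) protein / Input: 2 µM fibrin DD(E) / Benchmarks: high control of 10 µM Aha-Tn7 peptide / Measured by: fluorescence polarization of the labelled Tn7 tracer / Medium: Tris buffer with calcium and detergent, pH 7.8 / Timing: 10 min compound pre-incubation, 3 h probe incubation at room temperature / Repeats: one replicate per compound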
The depositor's hits bear a star; . = no result given. Compounds as they come. About 4.2% of those tested had a hit in this group.

1: COc1ccc(C(=O)NNC(=O)C(=O)NC2CCCCC2)cc1
2: Cc1ccc(/C=C2\SC(=S)N(c3c(C)n(C)n(-c4ccccc4)c3=O)C2=O)cc1
3: C[C@@H]1CN([C@@H](C)CO)C(=O)c2cc(NS(C)(=O)=O)ccc2O[C@@H]1CN(C)S(=O)(=O)c1ccccc1
4: CCN(CC)S(=O)(=O)c1ccc(C(=O)NC(C)(C)C)cc1
5: NC(=O)CN1C(=O)NC2(CCOc3ccccc32)C1=O (configuration not stated)
6: Cc1ccc(C)c(NC(=O)CN(C)S(=O)(=O)c2cccc3cccnc23)c1
7: Cc1ccc(NC(=O)CSc2nnc(Cn3cnc4ccccc43)o2)c(C)c1
8: O=C(NC1CCC1)C1CCC(=O)N(Cc2ccccc2F)C1 (configuration not stated)
screen / no.,1,2,3,4,5,6,7,8
SIAE primary,1,0,5,2,8,-6,-2,2
TCR CD3 inh,4,-4,-5,1,8,-3,4,3
TDP2 inh,-4,1,-2,9,-10,-14,-6,-10
PRMT1 inh,-2,0,3,-3,-1,7,0,-2
UHRF1 MBD2 ctr,-1,-3,3,1,-2,27*,1,2
ABHD4 inh,3,4,1,1,-1,-11,-2,5
PG9 binder,0.5,-2.3,0.2,0.6,-1.5,-0.6,0.0,0.0
LEDGF integ inh,1,-5,0,-4,-1,-2,1,0
HTRA1 inh,3,-12,1,0,-2,9,1,3
DDE Tn7 FP inh,2,12,-3,4,-1,-1,-4,-7

9: COc1ccc(-c2nc3ccccn3c2NC2CCCCC2)cc1SC1CCCCC1
10: COC(=O)c1ccc(CNc2ccc(C(C)=O)cc2)cc1
11: CCC1CCCCN1CCCNC(=O)c1c(O)nc2ccccn2c1=O (configuration not stated)
12: CN(C)C(CNC(=O)c1ccccc1OCc1ccc(Cl)cc1)c1ccco1 (configuration not stated)
13: Cc1ccc(C(=O)NCCN(C)C)c(C)c1
14: Cc1cccc(NC(=O)c2cc(S(=O)(=O)c3ccccc3)ccc2Cl)c1
15: CSc1nncc(/C(C)=N/O)n1
16: CCOC(=O)C1=NN(c2ccc(Cl)cc2)C(=O)C1
screen / no.,9,10,11,12,13,14,15,16
SIAE primary,-1,2,-14,6,-1,-5,2,5
TCR CD3 inh,-6,-4,-2,1,0,-1,8,-3
TDP2 inh,-17,5,1,3,-6,-9,-4,3
PRMT1 inh,6,-1,2,-1,2,-1,0,2
UHRF1 MBD2 ctr,4,-2,0,0,4,1,1,-1
ABHD4 inh,23,4,13,1,-2,-27,3,-2
PG9 binder,1.3,-2.4,-0.7,0.9,3.0,-1.9,-0.6,-1.6
LEDGF integ inh,5,-1,0,-1,-3,-3,2,-1
HTRA1 inh,-2,.,7,-12,1,-41,3,5
DDE Tn7 FP inh,-8,-2,6,5,7,-3,7,-1

17: COc1ccc(CNC(=O)CN2CCC(C(=O)c3ccc(OC)cc3)CC2)cc1
18: Cc1cc(-c2nnc(SCc3cccnc3)o2)no1
19: Cc1cc(C)c2c(CC(=O)NC3CCS(=O)(=O)C3)coc2c1 (configuration not stated)
20: COc1ccc(/C=C2/SC(=S)N(CCCC(=O)Nc3ccccc3C(=O)O)C2=O)cc1
21: COc1cccc(C2CC(=O)Nc3n[nH]c(-c4ccccc4)c32)c1OC (configuration not stated)
22: CC1(C)CC(=O)C2=C(C1)NC(=O)CC2C(=O)NCc1ccc(F)cc1 (configuration not stated)
23: O=C(CN1C(=O)C2CC=CCC2C1=O)Nc1ccc(S(=O)(=O)Nc2ncccn2)cc1 (configuration not stated)
24: Cc1[nH]nc2c1C(c1cccc(C(F)(F)F)c1)NC2=O (configuration not stated)
screen / no.,17,18,19,20,21,22,23,24
SIAE primary,-10,-6,9,-3,-2,2,-1,1
TCR CD3 inh,5,0,2,0,-7,1,5,2
TDP2 inh,5,5,-9,-3,5,-2,-8,7
PRMT1 inh,-4,-3,-2,1,6,-1,-4,1
UHRF1 MBD2 ctr,1,-2,0,0,5,2,0,-3
ABHD4 inh,-3,-4,-5,-7,-2,1,2,4
PG9 binder,0.4,0.3,0.1,-2.9,-0.8,2.3,0.2,0.7
LEDGF integ inh,1,-2,0,2,-4,-2,3,0
HTRA1 inh,-7,-1,3,-6,0,.,-1,.
DDE Tn7 FP inh,0,4,8,-3,9,-1,5,5

25: CCC(C)[C@H](NS(=O)(=O)c1ccc(C)cc1)C(=O)N1CCC(C(=O)N2CCC(C(=O)OC)CC2)CC1 (some centres not stated)
26: CN1CCN(C(=O)c2cnn3c(C(F)(F)F)cc(-c4ccc5c(c4)OCO5)nc23)CC1
27: C/C(=N/Nc1nc(-c2ccccc2)c(CC(=O)O)s1)c1ccccc1
28: COc1ccc(C(=O)N[C@H](C(=O)NCCCSc2ccccc2)C(C)C)cc1
29: CCCCC1=CC2=C(c3ccco3)C(=O)C(C)(OC(=O)c3ccc(OC)cc3)C(=O)C2=CN1CCCN(CC)CC (configuration not stated)
30: O=C(NCc1ccccc1F)C1CCC(CNS(=O)(=O)c2cccc3cccnc23)CC1 (configuration not stated)
31: Cc1nc2ccccc2cc1C(=O)NCc1ccc(F)cc1
32: CC(=O)Nc1ccc(S(=O)(=O)NC(CC(=O)O)c2ccc(C)cc2)cc1 (configuration not stated)
screen / no.,25,26,27,28,29,30,31,32
SIAE primary,-4,1,3,-5,7,2,-5,-3
TCR CD3 inh,6,-10,-4,4,-1,.,4,0
TDP2 inh,-5,-4,-18,0,6,12,3,10
PRMT1 inh,-3,3,24*,0,7,2,-5,-1
UHRF1 MBD2 ctr,-2,6,-6,0,-1,3,0,2
ABHD4 inh,-8,9,22,-1,8,-2,-2,-1
PG9 binder,-0.1,0.3,-3.6,-0.9,1.7,.,-2.0,-0.7
LEDGF integ inh,7,-3,-2,6,2,2,3,2
HTRA1 inh,2,6,10,-3,13,.,-6,-10
DDE Tn7 FP inh,0,3,-3,-3,6,-2,-4,-5

The closing 4 entries of the part above lead into the next.
29: CCCCC1=CC2=C(c3ccco3)C(=O)C(C)(OC(=O)c3ccc(OC)cc3)C(=O)C2=CN1CCCN(CC)CC (configuration not stated)
30: O=C(NCc1ccccc1F)C1CCC(CNS(=O)(=O)c2cccc3cccnc23)CC1 (configuration not stated)
31: Cc1nc2ccccc2cc1C(=O)NCc1ccc(F)cc1
32: CC(=O)Nc1ccc(S(=O)(=O)NC(CC(=O)O)c2ccc(C)cc2)cc1 (configuration not stated)
33: O=C(CCCCC(=O)Nc1ccc(F)cc1)Nc1ccc(F)cc1
34: Cc1ccc(C(=O)N[C@H](C(=O)OCC(=O)NC2CCS(=O)(=O)C2)C(C)C)cc1 (some centres not stated)
35: Cc1nn(C)c(C)c1S(=O)(=O)N1CCCC(C(=O)NC2CCCCC2)C1 (configuration not stated)
36: Cc1nc2ccccc2n1-c1nc(-c2ccco2)cc(C(F)(F)F)n1
37: CSc1ncccc1C(=O)OCC(=O)c1[nH]c(C)c(C(C)=O)c1C
38: COc1ccc(/C(O)=C2/C(=O)C(=O)N(c3ccccn3)C2c2cccc(Cl)c2)cc1 (configuration not stated)
39: CCCNC(=O)c1csc2c1CCCCC2
40: CCOc1cccc2sc(NN)nc12
41: NC1=NC(=O)C(Cc2ccc(F)cc2)S1 (configuration not stated)
42: NC(=O)c1ccc(CSc2nc3ccccc3s2)cc1
screen / no.,29,30,31,32,33,34,35,36,37,38,39,40,41,42
SIAE primary,7,2,-5,-3,3,1,12,5,-3,1,4,13,5,-5
TCR CD3 inh,-1,.,4,0,-2,8,7,6,-1,3,-12,2,-5,7
TDP2 inh,6,12,3,10,-3,-9,8,-11,-2,9,-2,13,-3,-1
PRMT1 inh,7,2,-5,-1,-7,-3,-2,-1,8,1,2,9,-8,8
UHRF1 MBD2 ctr,-1,3,0,2,-1,-1,-1,-2,4,0,3,-1,4,-1
ABHD4 inh,8,-2,-2,-1,-6,6,6,-3,-16,-2,-11,71*,-2,-4
PG9 binder,1.7,.,-2.0,-0.7,-2.0,-2.1,-0.5,-1.1,-0.7,7.6,1.8,-2.0,-2.0,-1.0
LEDGF integ inh,2,2,3,2,2,3,0,-2,-6,2,3,-6,5,-2
HTRA1 inh,13,.,-6,-10,-2,3,-2,-5,9,5,3,32,3,-9
DDE Tn7 FP inh,6,-2,-4,-5,0,-6,-7,0,7,-4,9,-1,3,5

Bioassay records: PubChem BioAssay, The Scripps Research Institute Molecular Screening Center
